Rab9 promoter act: qHTS Assay for Rab9 Promoter Activators. AID 485297, 2010. Potency, µM (series often up to 9.22 µM), for the others: top-dose activation, negative = inhibition, hits mostly activators. hit rate 2.8% among 320,000. Huh7 Rab9 promoter-luciferase reporter, luminescence, 24 h; further: % of control where 0% means no effect; nearly all actives have a fitted effect of over 60% in size
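Steps: seed 1500 Huh7 Rab9-luc cells per well, rest 2 h at 37 °C; add compound in DMSO; incubate 24 h; add luciferase reagent, 10 min ambient; read luminescence.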
MBNL1 CUG block: qHTS Assay for Inhibitors of MBNL1-poly(CUG) RNA binding. Muscleblind-like protein 1 (Homo sapiens), Q9NR56. TR-FRET MBNL1-His/biotin-(CUG)12 binding, 665/545 ratio. Potency, µM (highest dose often 57.5 µM), without a hit: at the top dose activity change, negative = inhibition, usual class: inhibitors. hit rate 0.036% among 280,000; active means well fitted inhibition curve with a large enough effect in the signal ratio, with a control signal flat, not every such curve was filed as active; inconclusive means small, poorly fitted or top-dose-only effect, or effect the other way, or a change in a side signal; inactive means no such curve, though single readings can be large or run the other way; the % refers to the signal ratio; further: on the % scale 0 is the no-effect control and ±100 the full control effect
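TR-FRET readout: Ex 340 nm, 665/545 nm emission ratio, normalized to buffer-only (basal) and MBNL1-(CUG)12 controls. Complex of MBNL1-His with Biotin-(CUG)12, compounds 92 nM–58 uM, incubated 60 min at room temperature.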
BRCA1 expr up: qHTS Assay to Identify Small Molecule Activators of BRCA1 Expression; MCF7-BRCA1-FFLuc reporter, luminescence, 48 h; response scale: scaled: vehicle 0%, 10 µM genistein 100%; hit rate 1.1% among 380,000; AID 624202, 2012; Potency, µM (highest dose often 46.1 µM), for inactives: at the top dose activation, usual class: activators; further: nearly all actives have a fitted effect of over 80% in size; some results filed as inactive show a strong effect at the top dose
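MCF7 cells carrying a BRCA1-firefly luciferase reporter (2000 cells/well, phenol-red free MEM) were attached for 2 h at 37 °C, then given compounds for 48 h. Luminescence was read 15 min after luciferase reagent; activity normalized to genistein (10 microM) and DMSO.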
FLuc modulator: qHTS profiling assay for firefly luciferase inhibitor/activator using purifed enzyme and Km concentrations of substrates (counterscreen for miR-21 project); Luciferin 4-monooxygenase (Photinus pyralis), P08659; purified FLuc, Km substrates, luminescence inhibition; Potency, µM (series often up to 57.5 µM), without a hit: at the highest dose activity change, negative = inhibition, most hits filed as inhibitors; hit rate 6.9% among 360,000; AID 588342, 2011;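 further: plate controls were vehicle for no effect and reference inhibitor for full effect; nearly all actives have a fitted effect of over 55% in size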
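Biochemical qHTS of compounds, final roughly 60 µM downward over six points, against 10 nM purified firefly luciferase using Km concentrations of substrates (10 uM D-luciferin, 10 uM ATP) in Tris acetate pH 7.5 buffer; luminescence output.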
CXXC DNA block: qHTS Fluorescence Polarization Assay for Inhibitors of MLL CXXC domain - DNA interaction; Histone-lysine N-methyltransferase 2A (Homo sapiens), Q03164; MLL-CXXC / FITC-HOXA9 DNA fluorescence polarization; Potency, µM (highest dose often 115 µM), without a hit: at the top dose activity change, negative = inhibition, most hits filed as inhibitors; hit rate 0.037% among 290,000; AID 2662, 2010; active means well fitted inhibition curve with a large enough effect in the polarisation, with a control signal flat, not every such curve was filed as active; inconclusive means small, poorly fitted or top-dose-only effect, or effect the other way, or a change in a side signal; inactive means no such curve, though single readings can be large or run the other way; the % refers to the polarisation
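Fluorescence polarization: 7 uM MLL-CXXC (stock) preincubated 5 min with compounds, then 50 nM fluorescein-HOX-A9 DNA (stock) added; 30 min ambient. Buffer 50 mM Tris-HCl pH 7.5, 50 mM NaCl, 1 mM DTT, 0.05% BSA.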
NPC1 prom act: qHTS Assay for NPC1 Promoter Activators; AID 485313, 2010; Potency, µM (top dose mostly 9.22 µM), for the others: at the top dose activation, actives largely listed as activators; hit rate 2.4% among 320,000; Huh7 NPC1 promoter luciferase reporter, 24 h;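 further: % of control where 0% means no effect; nearly all actives have a fitted effect of over 60% in size; reporter is driven by a mutant NPC1 promoter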
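Luminescence read-out of NPC1 promoter-driven luciferase in stably transfected Huh7 cells; compounds delivered in DMSO and left 24 h at 37C, 5% CO2, qHTS titration format.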
RORgamma inh: qHTS for inhibitors of ROR gamma transcriptional activity; hit rate 5.4% among 310,000; Nuclear receptor ROR-gamma (Mus musculus), P51450; Potency, µM (top dose mostly 53.6 µM), for inactives: at the highest dose activity change, negative = inhibition, usual class: inhibitors; Drosophila S2 Gal4-RORgamma UAS-luciferase reporter, 20 h; further: on the % scale 0 is the no-effect control and ±100 the full control effect; nearly all actives have a fitted effect of over 60% in size
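Compounds are pin-transferred onto Drosophila Schneider cells expressing a copper-inducible Gal4–ROR gamma transactivation domain fusion. After 1 hr, copper sulfate is added to 700 uM final; luciferase is read 20 hr later.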
p53 reactivator: qHTS assay for re-activators of p53 using a Luc reporter | Potency, µM (doses to about 92.2 µM), inactives show top-dose activity change, positive = activation, usual class: activators | H1299 p53-A138V BP100-luciferase reporter, luminescence, 24 h | hit rate 0.063% among 320,000; further: % of control where 0% means no effect; nearly all actives have a fitted effect of over 45% in size
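H1299 (p53-null), stable ts p53-A138V + BP100-Luc; 1000 cells/well, Opti-MEM/10% FBS; cpd 4 pt, 1:5; 24 h, 37 deg C, 5% CO2; detection reagent 10 min RT; luminescence.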
ELG1 genotox: qHTS screen for small molecules that induce genotoxicity in human embryonic kidney (HEK293T) cells expressing luciferase-tagged ELG1. hit rate 1.3% among 330,000. AID 504466, 2011. HEK293T ELG1-luciferase reporter, luminescence, 16 h. Potency, µM (top dose mostly 46 µM), inactives show at the top dose activity change, positive = activation, usual class: activators; further: % of control where 0% means no effect; nearly all actives have a fitted effect of over 60% in size
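Quantitative HTS format in 1536-well plates. HEK293T ELG1-luciferase reporter cells receive test compound and are incubated 16 hr at 37 °C, 5% CO2; ONE-Glo added, 30 min room temperature, then luminescence read.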
VP16 counter: VP16 counterscreen qHTS for inhibitors of ROR gamma transcriptional activity; Drosophila S2 Gal4-VP16 UAS-luciferase, luminescence, 20 h; Potency, µM (top dose mostly 53.6 µM), without a hit: at the top dose activity, negative = inhibition, most hits filed as inhibitors; hit rate 3.5% among 310,000; AID 2546, 2010;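 further: Gal4-VP16 expression switched on by copper sulfate through the metallothionein promoter; on the % scale 0 is the no-effect control and ±100 the full control effect; nearly all actives have a fitted effect of over 50% in size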
uPA generation: qHTS for Inhibitors of Cell Surface uPA Generation; cell surface uPA generation assay, qHTS; Potency, µM (series often up to 38.3 µM), for inactives: top-dose activity change, negative = inhibition, hits mostly inhibitors; hit rate 0.31% among 330,000; AID 540303, 2011; active means well fitted inhibition curve with a large enough effect; inconclusive means small, poorly fitted or top-dose-only effect; inactive means no such curve, though single readings can be large or run the other way; tested in mouse RAW 264.7 cells; further: on the % scale 0 is the no-effect control and ±100 the full control effect; nearly all actives have a fitted effect of over 55% in size
* hit, by the source's call; ? = inconclusive; · = not tested or not shown; & = joins results of further samples; [ ] = remark or other dose. Unless noted, the call rests on the fitted dose curve; in most records, active means well fitted curve in the direction sought with a large enough effect; inconclusive means small, poorly fitted or top-dose-only effect, or another doubt; inactive means no such curve, though single readings can be large; an effect the other way counts as inactive or inconclusive. Potency means the concentration at half of the fitted maximal effect.

SMILES	Rab9 promoter act	MBNL1 CUG block	BRCA1 expr up	FLuc modulator	CXXC DNA block	NPC1 prom act	RORgamma inh	p53 reactivator	ELG1 genotox	VP16 counter	uPA generation
Cn1cnc([N+](=O)[O-])c1SCC(=O)NN	-5%	10%	10%	-2%	20%	-13%	2%	1%	0%	13%	-9%
O=C(NCC(c1cccs1)N1CCOCC1)c1cn(-c2ccccc2)nc1-c1ccc(Cl)cc1 (configuration not stated)	4%	·	-62%	1%	·	-2%	·	-3%	-27%	·	-18%
CCN(CC)CCNC(=O)CCn1c(=S)[nH]c2cc3c(cc2c1=O)OCO3	-1%	-7%	7%	1%	-2%	-1%	?	-2%	0%	-5%	·
Brc1ccc2ncnc(NCc3ccco3)c2c1	-4%	-1%	-56%	-13%	-7%	1%	-32%	18%	-12%	?	-4%
COc1cccc(C(=O)Oc2c(Br)cc(Br)cc2/C=N/NC(=O)c2cc(C)[nH]n2)c1	-36%[inhibitor]	13%	-74%	4%	47%[activator]	-33%[inhibitor]	-16%	6%	-6%	22µM*	4µM*
CCCc1nc2sc3c(SCC(=O)NCc4ccco4)ncnc3c2c2c1CCC2	-7%	?	-79%	-14%	-3%	-13%	17%	1%	3%	0%	·
Cc1ccc(S(=O)(=O)N2CCN(C(=O)C(C)Cn3nc(C)c(C)c3C)CC2)cc1 (configuration not stated)	-3%	1%	-8%	0%	16%	-5%	-3%	4%	-5%	5%	1%
CC(C)c1ccc(NC(=O)CCC(=O)NCc2ccco2)cc1	-11%	-2%	-27%	4%	9%	-2%	24%	10%	4%	-1%	-13%
CCCc1nnc(NC(=O)CCC(=O)N2CCCCC2)s1	0%	-6%	3%	2%	6%	-1%	8%	-5%	3%	3%	19%
O=C(C1COc2ccccc2O1)N1CCN(c2ccccc2)CC1 (configuration not stated)	5%	-5%	13%	0%	8%	0%	16%	1%	-5%	14%	-1%
CCOC(=O)CSc1ncnc2c1cnn2-c1ccc(C)cc1	16%	17%	13%	?	1%	14%	?	6%	?	-23%	1%
Cc1ccc(S(=O)(=O)N(Cc2ccc(F)cc2)C(=O)N2CCN(C)CC2)cc1	-4%	·	13%	0%	·	-2%	·	-3%	-1%	·	1%
Cc1ccccc1OCC(O)Cn1c(NCc2ccccc2)nc2c1c(=O)[nH]c(=O)n2C (configuration not stated)	-1%	-1%	-20%	0%	34%[activator]	-6%	-16%	11%	5%	-24%	0%
C=C(C)CN1C(=O)C2(OCCO2)c2ccccc21	2%	-1%	-5%	-1%	9%	-1%	1%	0%	0%	-6%	2%
COc1ccc(NC(=O)CN(C)C(=O)CNC(=O)c2ccc3c(c2)OCO3)cc1	2%	·	30%	-16%	·	0%	·	11%	20%	·	0%
Cc1occc1C(=O)NC1CCCc2ccccc21 (configuration not stated)	10%	-8%	5%	3%	3%	0%	17%	-1%	-2%	?	·
CC(=O)c1csc(-c2ccccc2)n1	12%	2%	3%	?	-4%	-1%	10%	-4%	10%	28%	-2%
CC(C(=O)N1CCCCCC1)N(c1ccc(Cl)cc1)S(C)(=O)=O (configuration not stated)	-2%	2%	-12%	0%	-3%	0%	4%	9%	-5%	-9%	1%
Cn1c(C(=O)NCc2ccc3c(c2)OCO3)cc2sccc21	1%	-9%	-14%	-17%	4%	0%	42%	-4%	4%	11%	8%
CC(=O)Oc1ccc(-c2ccc(C(=O)OCC(=O)N(C)CC(=O)Nc3ccccc3Cl)cc2)cc1	-40%[inhibitor]	10%	-16%	?	12%	7%	8%	-54%[inhibitor]	?	?	-3%
CCCCOC(=O)c1cc(C)nc2ccc(Br)cc12	-1%	5%	-2%	2%[2.3 µM]	-30%	0%	-13%	6%	-2%	-4%	-6%
O=[N+]([O-])c1ccc(S(=O)(=O)Nc2ncccn2)cc1	1%	?	-4%	-2%	12%	-4%	-3%	0%	-1%	-1%	7%
O=C(c1ccc(-c2cccc(Cl)c2)o1)N1CCN(c2ccc([N+](=O)[O-])cc2)CC1	0%	-1%	-2%	2%	3%	1%	1%	11%	7%	5%	-4%
O=C(N=Nc1c(O)[nH]c2ccccc12)c1ccccc1NS(=O)(=O)c1cccs1	-3%	13%	35%	-15%	-6%	-2%	20%	-3%	2%	5%	-3%
CC/C(C)=N\NC(=O)CNC(=O)c1ccc(Cl)cc1Cl	8%	-1%	4%	0%	5%	-1%	?	0%	4%	?	7%
CCOC(=O)C1=C(C)Nc2sc(C(=O)c3ccc(OC)cc3)c(N)c2C1c1ccc(C(=O)OC)cc1 (configuration not stated)	-3%	8%	-27%	-4%	15%	-2%	7%	-14%	10%	-11%	1%
CC(NC(=O)c1ccco1)c1nc(-c2ccccc2)no1 (configuration not stated)	1%	-5%	-8%&4%	-1%&5%	5%	1%	-2%	-2%	-3%	5%	5%
COc1ccc(CNC(=O)C(C#N)c2nc3ccccc3nc2N2CCN(C)CC2)cc1 (configuration not stated)	1%	9%	-26%	-1%	?	3%	-18%	-2%	-1%	-11%	-2%
CCc1ccc(NC(=O)N(CCOC)C2CCN(C(C)=O)CC2)cc1	-6%	4%	-8%	2%	2%	-2%	1%	1%	3%	6%	·
CC(C)c1ccc(/C=N/NC(=O)c2cc(-c3cccc([N+](=O)[O-])c3)n[nH]2)cc1	-5%	·	-51%	5%	-4%	-7%	?	-2%	4%	-18%	-16%

Part of the list above, as comma-separated lines:
Compound,Rab9 promoter act,MBNL1 CUG block,BRCA1 expr up,FLuc modulator,CXXC DNA block,NPC1 prom act,RORgamma inh,p53 reactivator,ELG1 genotox,VP16 counter,uPA generation
CC(C)c1ccc(/C=N/NC(=O)c2cc(-c3cccc([N+](=O)[O-])c3)n[nH]2)cc1,-5%,·,-51%,5%,-4%,-7%,?,-2%,4%,-18%,-16%
CC/C(C)=N\NC(=O)CNC(=O)c1ccc(Cl)cc1Cl,8%,-1%,4%,0%,5%,-1%,?,0%,4%,?,7%

Entries above marked active in uPA generation.
Molecule | CXXC DNA block | NPC1 prom act | RORgamma inh | p53 reactivator | uPA generation
COc1cccc(C(=O)Oc2c(Br)cc(Br)cc2/C=N/NC(=O)c2cc(C)[nH]n2)c1 | 47%[activator] | -33%[inhibitor] | -16% | 6% | 4µM*

(further entries)
SMILES	Rab9 promoter act	MBNL1 CUG block	BRCA1 expr up	FLuc modulator	CXXC DNA block	NPC1 prom act	RORgamma inh	p53 reactivator	ELG1 genotox	VP16 counter	uPA generation
O=C(NCc1ccccc1Cl)c1cc2c(s1)CS(=O)(=O)C2	-1%	3%	-14%	0%	17%	0%	11%	-3%	2%	5%	6%
COc1ccccc1NC(=O)CC1SC(=N)N(c2ccccc2)C1=O (configuration not stated)	-4%	-1%	-15%	-18%	0%	-3%	6%	-10%	-4%	-3%	-2%
C=CCc1cccc2cc(NC(C)=O)c(=O)oc12	0%	?	0%	2%	0%	0%	35%	-2%	0%	17%	4%
C[n+]1ccccc1Nc1cc([N+](=O)[O-])ccc1N	0%	?	-5%	-1%	14%	-1%	-16%[1.91 µM]	·	-4%	5%	2%
O=C(c1ccccc1)N1CCN(CC(O)Cn2ccc3ccccc32)CC1 (configuration not stated)	-1%	-13%	-5%	-2%	-2%	2%	47%	-1%	-2%	26%	-4%
CCC(CC)NC(=O)COn1nnc2ccc(S(=O)(=O)N3CCOCC3)cc21	1%	·	-1%	2%	·	0%	·	3%	-2%	·	-2%

Shown with two lines to a compound: two of the compounds above
The line under a structure holds: Rab9 promoter act	MBNL1 CUG block	BRCA1 expr up	FLuc modulator	CXXC DNA block	NPC1 prom act	RORgamma inh	p53 reactivator	ELG1 genotox	VP16 counter	uPA generation
COc1ccccc1NC(=O)CC1SC(=N)N(c2ccccc2)C1=O (configuration not stated)
  -4%	-1%	-15%	-18%	0%	-3%	6%	-10%	-4%	-3%	-2%
C=CCc1cccc2cc(NC(C)=O)c(=O)oc12
  0%	?	0%	2%	0%	0%	35%	-2%	0%	17%	4%

A portion of the library; rates above refer to the full screens.
